PglD DTNB: inhibitors of Campylobacter jejuni PglD acetyltransferase; purified PglD enzyme, DTNB colorimetric CoA detection; inhibition, % at 12.5 µM; 0.098% of 360,000 active; in the data active means inhibition above about 16%, passing the limit was not always enough; inconclusive means no clear call, values can overlap the other calls; further: strong numbers were not always called active
E-sel inducer: E-selectin induction on HUVECs; P16581; HUVEC E-selectin immunofluorescence imaging; normalized: neutral wells 0, TNF-alpha wells 100; activation, % at 7.58 µM; 0.37% of 260,000 active;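 active means mean E-selectin-positive cell signal at least 10% of the positive control, reached in at least 60% of replicates, without over 20% cell loss; inconclusive means no rule given, readout overlaps actives, possibly toxicity-flagged; inactive means the rest, including those meeting only one limit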;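 further: in these data hits start at about 27%; measured in HUVEC primary endothelial cells; signal is the percent of cells scored E-selectin positive by PE staining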
Target sequence (P16581 whole entry, looked up): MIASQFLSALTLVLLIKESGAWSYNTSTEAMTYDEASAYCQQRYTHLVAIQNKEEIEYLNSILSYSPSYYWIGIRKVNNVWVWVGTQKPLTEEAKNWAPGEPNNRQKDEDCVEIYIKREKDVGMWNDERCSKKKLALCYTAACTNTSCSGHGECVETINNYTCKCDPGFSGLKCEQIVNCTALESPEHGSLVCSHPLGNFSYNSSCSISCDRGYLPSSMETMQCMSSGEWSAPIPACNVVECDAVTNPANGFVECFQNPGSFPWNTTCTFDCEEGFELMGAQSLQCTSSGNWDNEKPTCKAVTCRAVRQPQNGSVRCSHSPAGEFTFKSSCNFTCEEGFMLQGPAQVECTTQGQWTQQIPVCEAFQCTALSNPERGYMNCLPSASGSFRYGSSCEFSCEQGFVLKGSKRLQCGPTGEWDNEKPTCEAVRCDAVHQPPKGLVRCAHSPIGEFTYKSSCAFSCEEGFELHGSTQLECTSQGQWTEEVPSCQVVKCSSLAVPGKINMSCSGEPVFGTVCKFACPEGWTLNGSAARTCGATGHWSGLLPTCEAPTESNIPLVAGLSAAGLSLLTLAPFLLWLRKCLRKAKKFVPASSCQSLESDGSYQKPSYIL
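assay system = HUVEC, human umbilical vein endothelial cells | input = 3,000 HUVEC seeded per well | medium = EGM-2 growth medium on 0.1% gelatin-coated wells | dosing = one compound dose added by pin transfer | signal = immunofluorescence imaging | read-out basis = % PE-positive cells | control set = TNF-alpha, DMSO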
DENV2 CPE: inhibitors of DENV2 cytopathic effect; DENV2-infected cells, cytopathic effect rescue, plate reader; CPE inhibition, % at 9.99 µM; 1.7% of 350,000 active; AID 651640; in the data active means CPE inhibition above about 20%, passing the limit was not always enough; inconclusive means no clear call, values can overlap the other calls; tested in BHK-21 cells;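 further: 0% = median of neutral control wells and 100% = median of positive control wells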
SIRT5 inh: blocks human SIRT5 desuccinylation of peptide | Q9NXA8 | Purified SirT5, succinyl-peptide AMC, trypsin-coupled fluorescence | inhibition, % at 15 µM | 1.1% of 330,000 active; in the data active means inhibition above about 15%; inconclusive means no clear call, values can overlap the other calls
ERp5 block: blocks human ERp5 reductase activity on insulin; ERp5 insulin aggregation, absorbance 650 nm, 90 min; 0.05% of 350,000 active; AID 651711; inhibition, % at 9.99 µM;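 active means mean replicate inhibition above about 25%, with every replicate also reaching it, limit read from the data, passing the limit was not always enough; inconclusive means only one of those two criteria met; inactive means neither criterion met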
Target sequence (Q15084 whole entry, looked up): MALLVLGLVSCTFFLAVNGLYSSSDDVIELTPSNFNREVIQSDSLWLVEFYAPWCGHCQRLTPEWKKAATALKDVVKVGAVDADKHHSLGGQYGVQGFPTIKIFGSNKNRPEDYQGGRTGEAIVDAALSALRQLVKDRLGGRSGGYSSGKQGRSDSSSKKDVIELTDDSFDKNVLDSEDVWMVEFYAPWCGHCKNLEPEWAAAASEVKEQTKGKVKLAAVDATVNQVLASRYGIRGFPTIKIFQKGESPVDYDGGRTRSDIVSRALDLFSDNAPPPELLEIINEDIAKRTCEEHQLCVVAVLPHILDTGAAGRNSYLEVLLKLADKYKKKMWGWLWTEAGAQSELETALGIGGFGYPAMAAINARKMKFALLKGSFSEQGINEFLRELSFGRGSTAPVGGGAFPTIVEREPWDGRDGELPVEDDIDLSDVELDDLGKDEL
S100A4 MyoIIA: inhibitors of human S100A4 binding to myosin IIA peptide | P26447 | S100A4/TAMRA-MyoIIA peptide fluorescence polarization | inhibition, % at 10.7 µM | 0.14% of 360,000 active | AID 652163;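 active means mean inhibition of at least 70% across replicates, with every replicate also reaching that level; inconclusive means mean inhibition reaches 70% but some replicates fall short; inactive means mean inhibition below 70%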
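Test system: S100A4 monomer protein; Medium: HEPES pH 7.2 with CaCl2, KCl, NaCl, DTT, Triton; Probe or stimulus: TAMRA-labelled myosin IIA heavy-chain peptide probe, 5 nM; Doses: one dose per compound; Times: polarization read 5 min after assay mix addition, stable 5–60 min; Benchmarks: neutral control DMSO, positive control TFP.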
C2C12 statin: suppressors of simvastatin-induced myotoxicity in C2C12 myotubes. rescue of ATP level, % at 7.49 µM. ATP luminescence, 48 h; scaled: DMSO 0, geranylgeraniol control 100. 0.78% of 330,000 active;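 active means mean ATP rescue above about 67%, or every replicate alone reaching that limit, limit read from the data, passing the limit was not always enough; inconclusive means no clear call, values can overlap the other calls; inactive means mean under the limit and some replicate under it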;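 further: myotubes were challenged with 10 µM simvastatin during compound exposure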
The depositor's hits bear a star; u = inconclusive; x = no result given.

SMILES | PglD DTNB | E-sel inducer | DENV2 CPE | SIRT5 inh | ERp5 block | S100A4 MyoIIA | C2C12 statin
CN1c2ccc(-c3ccc(C#N)cc3)cc2[C@@H]2[C@@H](CCN2S(=O)(=O)c2cccc(F)c2)[C@@H]1CO | 1 | 0.5 | 2 | -6 | -1 | -5 | -47
C1=C(c2sc3ccccc3c2-c2ccc(OCCN3CCOCC3)cc2)CCCC1 | 1 | 0.1 | -4 | x | 0 | -2 | 9
COc1ccc(/C=C2\SC(=S)N(CCC(=O)Nc3cccc(O)c3)C2=O)cc1OC | -1 | 0.0 | 4 | 1 | -1 | -3 | 9
CC1(C(=O)NCc2cccnc2)CCC(=O)N1Cc1cccs1 (stereo not given) | 3 | 0.1 | -5 | -1 | 1 | -3 | -18
CCOC(=O)N1CCN(c2c(N3CCc4ccccc4C3)c(=O)c2=O)CC1 | -1 | 1.9 | -3 | 1 | 3 | 7 | 6
CC1(C(=O)NCc2cccc3ccccc23)CCN1Cc1ccc(OC(F)(F)F)cc1 (stereo not given) | -1 | -0.1 | 14 | x | 3 | -13 | -9
C[C@@H]1CN([C@H](C)CO)C(=O)c2cccc(NC(=O)c3ccc(-c4nccs4)cc3)c2O[C@H]1CN(C)C | 5 | -3.6 | x | 1 | 5 | 7 | 10
CC(C)[C@H](NC(=O)c1ccc(Cl)cc1)C(=O)OCC(=O)N1CCN(c2ccccc2)CC1 | 5 | -0.1 | -7 | x | 6 | 10 | 0
C[C@@H]1CN([C@@H](C)CO)C(=O)c2cc(NC(=O)CCC(F)(F)F)ccc2O[C@@H](C)CCCCO[C@@H]1CN(C)S(=O)(=O)c1ccc(Cl)cc1 | 2 | 0.0 | u | 14 | 3 | 3 | x
O=C(COC(=O)C1CC2CCCC(C1)C2=O)Nc1ccc(Cl)cn1 (stereo not given) | -8 | x | -11 | 3 | 0 | 6 | 3
O=C(CCc1ccccc1)C(=O)N1CCCC(C(=O)c2cccc(Cl)c2)C1 (stereo not given) | 0 | x | -7 | -3 | 8 | -1 | 2
C=C(C)C1CC=C(C)/C(=N\NC(=O)CNc2ccccc2OC)C1 (stereo not given) | x | 0.1 | -6 | -5 | 2 | -7 | x
COc1cccc2[nH]c(C(=O)NCC3CCCO3)cc12 (stereo not given) | -7 | 0.0 | 2 | -10 | -1 | -1 | 3
COCC(=O)Nc1ccc2c(c1)C(=O)N(C)C[C@H](OC)[C@@H](C)CN(Cc1cc(F)ccc1F)[C@@H](C)CO2 | 1 | -0.2 | 5 | 5 | 3 | 0 | 10
Cc1cccc(/C=C2\CCC(C3CCCC3)C2=O)c1 (stereo not given) | 0 | -0.4 | -8 | -5 | -1 | 6 | 0
N#CCCC(C#N)(c1cccnc1)N1CCOCC1 (stereo not given) | -1 | x | 1 | -4 | 5 | -4 | 49
O=C(NCC1CC1)c1ccccc1Cl | -1 | -0.1 | 0 | 3 | -1 | 0 | -1
Cc1ccc(-c2cnc3c(c2)C(=O)N([C@@H](C)CO)C[C@@H](C)[C@H](CN(C)C)O3)cc1 | -2 | -1.0 | u | -1 | -2 | 9 | 16
Cc1ccc(NC(=O)CC[C@H]2O[C@@H](n3cnc4c(NC(=O)c5ccccc5)ncnc43)[C@H](O)[C@@H]2O)cc1C | -5 | 0.2 | 9 | -3 | 4 | -3 | 1
Cc1cc(OCC(=O)N2CCC(C(N)=O)CC2)c2c(C)cc(=O)oc2c1 | 6 | x | -6 | -4 | 7 | -12 | -4
COc1ccc(C)cc1NC(=O)c1nn(-c2ccccc2)cc1OC | 2 | 1.7 | -2 | -2 | -3 | 4 | -3
COc1ccc2c3c(n(C)c2c1)[C@H](CO)N(CC1CC1)CC31CCN(C(=O)Nc2c(C)noc2C)CC1 | x | 0.1 | 19 | 2 | 1 | 4 | x
O=C(N/N=C/c1cccc(OC(=O)c2ccc([N+](=O)[O-])cc2)c1)c1cccnc1 | -1 | x | -1 | 0 | -3 | 6 | -7
O=C(c1ccncc1)N1CC(=O)N2[C@@H](CO)[C@@H](c3ccc(-c4ccccc4F)cc3)[C@@H]2C1 | x | 1.0 | u | -1 | -2 | -11 | x
C=C1C(C(=O)Nc2ccc(F)cc2)C1C(=O)Nc1ccc(F)cc1 (stereo not given) | x | 0.4 | 3 | 0 | 1 | 11 | x
O=C(O)C[C@@H]1CC[C@@H](NC(=O)c2ccccc2F)[C@H](CO)O1 | 3 | -0.3 | 3 | -3 | -3 | -5 | -2
Fc1cccc(Cl)c1CSc1nnc(CNc2ccccc2)o1 | x | 0.7 | 10 | 0 | 5 | -2 | x
COc1ccccc1-c1ccc2c(c1)[C@H]1[C@H](CCN1C(=O)C1CCC1)[C@@H](CO)N2 | x | 0.0 | -4 | -1 | 1 | 3 | x
CN(C(=O)c1ccc2c(=O)n3c(nc2c1)CCCCC3)c1ccccc1F | -1 | x | 6 | -2 | -1 | 1 | -22
C[C@@H]1CN([C@H](C)CO)C(=O)c2cccc(NS(=O)(=O)c3cccs3)c2O[C@H]1CN(C)C(=O)Nc1ccc(C(F)(F)F)cc1 | -5 | x | 2 | -1 | -1 | 11 | 73*
O=S(=O)(Nc1ccc(S(=O)(=O)N2CCCC2)cc1)c1ccccc1Br | 0 | x | -8 | -2 | -4 | -1 | 4
NC(=O)C(Cc1ccccc1)NC(=O)C12CC3CC(CC(C3)C1)C2 (stereo not given) | 0 | x | 2 | 5 | -9 | -1 | -10
C[C@@H]1CN([C@@H](C)CO)S(=O)(=O)c2ccc(C#CCN(C)C)cc2O[C@@H]1CN(C)Cc1ccc(F)cc1 | -5 | 0.3 | u | 2 | -2 | -6 | 7
COc1ccc(S(=O)(=O)NC2CC3CCC2C3)cc1Cl (stereo not given) | 3 | x | 11 | -2 | 10 | 0 | -3
C/C(CC(=O)N(C(C)C)C(C)C)=N\NC(=O)COc1ccc(Cl)cc1Cl | x | x | x | -5 | 19 | 7 | x
C/C(=N\NS(=O)(=O)c1ccc([N+](=O)[O-])cc1)c1ccc2c(c1)OCO2 | -2 | 0.1 | -6 | -4 | 1 | 1 | 17
COCC(C)n1c(SCC(=O)NC(=O)NCc2ccccc2)nc2ccccc2c1=O (stereo not given) | 8 | -0.4 | 16 | x | 3 | 2 | 1
C[C@@H]1CCCCO[C@@H](CN(C)S(=O)(=O)c2cccs2)[C@@H](C)CN([C@@H](C)CO)C(=O)c2cc(NC(=O)c3ccccc3)ccc2O1 | 1 | 1.6 | 2 | x | x | x | x
Cc1noc(C)c1S(=O)(=O)N1CCN(C(c2ccccc2)c2ccc(Cl)cc2)CC1 (stereo not given) | 4 | -0.2 | 1 | x | 5 | -3 | 10
COc1ccc2nc(SCC(=O)Nc3nccs3)[nH]c2c1 | x | x | 17 | -1 | 0 | 0 | x
N#C[C@@H]1[C@H](c2ccc(C#Cc3ccccc3F)cc2)[C@@H](CO)N1C(=O)C1CCC1 | -2 | -0.1 | -8 | 7 | 3 | -1 | 10
Cc1sc(NC(=O)c2ccccc2F)c(CN2CCCCC2C)c1C (stereo not given) | 10 | x | -6 | x | -4 | -2 | x
Fc1ccc(CNc2nc3ccccc3n3nnnc23)cc1 | 7 | 2.6 | -5 | x | 1 | 6 | -11
CC(C)(C)NC(=O)CCN(/N=C/c1ccccc1F)C1=NS(=O)(=O)c2ccccc21 | x | 1.7 | 2 | -3 | 2 | -4 | x
COc1ccc(CN2[C@@H](CC(=O)O)c3ccccc3S2(=O)=O)cc1 | -1 | 1.5 | -5 | -2 | 0 | -20 | 15
O=[N+]([O-])c1ccc(N2CCCCC2)s1 | 0 | x | 8 | 3 | -7 | -3 | 125*
C=CC1=C(C(=O)O)N2C(=O)C(NC(=O)Cc3ccccc3)C2SC1 (stereo not given) | -1 | x | x | x | 6 | -16 | 19
Cc1cccc(NC(=S)NCCSc2ccc(Cl)cc2)c1 | -3 | -0.9 | 2 | -4 | 2 | 4 | -3
COc1ccc(CNC(=O)CCn2nc(C)c3c(C)n(-c4ccccc4)nc3c2=O)c(OC)c1 | -3 | 0.0 | 2 | -6 | x | -5 | -13
C/C=C/c1ccc2c(c1)[C@H]1[C@H](CCN1C(=O)c1cccc(F)c1)[C@H](CO)N2 | x | 0.6 | -3 | 7 | 2 | 2 | x
COc1ccc(NC(=O)c2c(N)no[n+]2[O-])cc1 | 1 | 7.0 | -2 | 0 | -8 | 4 | 16
C[C@H](NC(=O)C[C@H]1C[C@H]2c3cc(NS(=O)(=O)c4ccc(F)cc4)ccc3O[C@H]2[C@@H](CO)O1)c1ccccc1 | 0 | -0.1 | 0 | -3 | 0 | 5 | 5
CN(Cc1cccnc1)C(=O)c1ccc(Cl)c(NS(=O)(=O)c2ccc(F)cc2)c1 | 4 | x | 4 | -4 | 11 | -3 | 3
O=C(c1cc([N+](=O)[O-])ccc1Cl)N1CCN(Cc2ccc3c(c2)OCO3)CC1 | x | 0.8 | 1 | 0 | -3 | 2 | 7
O=[N+]([O-])c1ccc(NC2CCCCC2)nc1 | -4 | 0.0 | -3 | x | 3 | 4 | 0
Cc1cccnc1C(NC(=O)C1CCN(Cc2ccc(Cl)cc2)CC1)c1ccc(F)cc1 (stereo not given) | -7 | -0.1 | 3 | -4 | 3 | -9 | -7
CO[C@H]1CN(C)C(=O)c2cc(NC(=O)NC(C)C)ccc2OC[C@H](C)N(Cc2ccc(-c3ccccn3)cc2)C[C@@H]1C | 3 | 0.1 | 12 | 8 | 2 | 8 | -8
Oc1ccc(CN2CCCCC2)c2cccnc12 | 6 | x | 0 | 1 | -6 | -7 | -56
CCCNC(=O)N1CC2(CN(Cc3nccs3)C2)c2c([nH]c3cc(OC)ccc23)[C@@H]1CO | x | 0.2 | -8 | -2 | 4 | -5 | x
COc1ccc2c3c(n(C)c2c1)[C@H](CO)N(C(=O)C1CC1)CC31CN(C(=O)CN(C)C)C1 | x | 0.0 | -1 | 4 | 1 | 7 | x

Three entries from above in a different format.
mol	PglD DTNB	E-sel inducer	DENV2 CPE	SIRT5 inh	ERp5 block	S100A4 MyoIIA	C2C12 statin
COc1ccc(NC(=O)c2c(N)no[n+]2[O-])cc1	1	7.0	-2	0	-8	4	16
C[C@H](NC(=O)C[C@H]1C[C@H]2c3cc(NS(=O)(=O)c4ccc(F)cc4)ccc3O[C@H]2[C@@H](CO)O1)c1ccccc1	0	-0.1	0	-3	0	5	5
CN(Cc1cccnc1)C(=O)c1ccc(Cl)c(NS(=O)(=O)c2ccc(F)cc2)c1	4	x	4	-4	11	-3	3

The listing continues:
SMILES | PglD DTNB | E-sel inducer | DENV2 CPE | SIRT5 inh | ERp5 block | S100A4 MyoIIA | C2C12 statin
O=S(=O)(NCCc1nnc2ccc(SCc3cccnc3)nn12)c1ccccc1 | x | x | 3 | x | -3 | -2 | x
Cc1cccc(OCCCC(=O)Nc2ccc(S(=O)(=O)Nc3ncccn3)cc2)c1C | 0 | 0.2 | -1 | 0 | -7 | -3 | 11
Cc1cc(Cl)ccc1OCCCC(=O)N1CCN(S(=O)(=O)c2ccccc2)CC1 | x | 0.5 | -3 | 1 | -2 | -2 | x
CC(/C=N/NC(=O)c1ccc(Cn2cc([N+](=O)[O-])cn2)o1)=C\c1ccccc1 | 3 | x | 5 | 0 | -4 | 2 | x
C[C@H](CO)N1C[C@H](C)[C@@H](CN(C)S(=O)(=O)c2ccccc2)Oc2c(NC(=O)Cc3ccccc3)cccc2C1=O | -9 | -0.1 | 2 | -4 | 0 | 0 | -2
C[C@@H]1CN([C@@H](C)CO)C(=O)Cc2cc(NC(=O)Nc3ccc(F)cc3)ccc2O[C@H]1CN(C)Cc1ccc2c(c1)OCO2 | -1 | 0.0 | 9 | 3 | -3 | 0 | 1
Cc1nn(C)c(N)c1[N+](=O)[O-] | x | x | -2 | -1 | 2 | 12 | x

Some of the compounds tested (hit frequency here may not be typical).
